Screening data: PubChem, several laboratories
HIF activator: HIF pathway transcriptional activation; U2OS HRE-luciferase reporter, luminescence; normalized: DMSO 0%, desferrioxamine 100%; activation, % at 7.5 µM (by protocol); 300,000 tested, 0.32% active; AID 1910;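 active means mean activation of at least 10% of the iron chelator positive control signal, with at least half of replicates also reaching 10%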
MrgX1 PAM: human MrgX1 positive allosteric modulation, primary screen; B-score at 10 µM; Q96LB2; 310,000 tested, 0.63% active; MrgX1-HEK293, Fluo-4 calcium flux, FDSS; hits give high values;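 active means plate-corrected calcium response at least 3 library SD above typical, normal starting fluorescence, not activating the receptor alone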;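 further: compound read alongside a low EC10 to EC30 dose of BAM8-22 agonist; peak minus trough fluorescence over baseline measured at the second addition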
PolyA inhibitor: yeast polyadenylation inhibition; S. cerevisiae SKY197-pL101 polyadenylation reporter, beta-gal luminescence; efflux-impaired pdr1/pdr3 knockout yeast; score 100 = 6 SD above DMSO; calls only at 12 µM; 300,000 tested, 0.02% active;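 active means lowest replicate activity score at least 50, where 100 means six control SD above control mean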;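 further: yeast exposed to compound for 9 h at 30 °C; higher score means more reporter readthrough which indicates perturbed polyadenylation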
TRPC6 activator: activates the mouse TRPC6 cation channel | Q61143 | HEK293-TRPC6 membrane potential dye fluorescence; hits give high values | B-score at 10 µM | 310,000 tested, 0.13% active;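 active means B-score of the integrated fluorescence ratio above library mean plus 3 SD, and starting fluorescence ratio within library mean plus 5 SD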;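 further: higher score means more depolarization so channel activation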
Target sequence (Q61143 whole entry, looked up): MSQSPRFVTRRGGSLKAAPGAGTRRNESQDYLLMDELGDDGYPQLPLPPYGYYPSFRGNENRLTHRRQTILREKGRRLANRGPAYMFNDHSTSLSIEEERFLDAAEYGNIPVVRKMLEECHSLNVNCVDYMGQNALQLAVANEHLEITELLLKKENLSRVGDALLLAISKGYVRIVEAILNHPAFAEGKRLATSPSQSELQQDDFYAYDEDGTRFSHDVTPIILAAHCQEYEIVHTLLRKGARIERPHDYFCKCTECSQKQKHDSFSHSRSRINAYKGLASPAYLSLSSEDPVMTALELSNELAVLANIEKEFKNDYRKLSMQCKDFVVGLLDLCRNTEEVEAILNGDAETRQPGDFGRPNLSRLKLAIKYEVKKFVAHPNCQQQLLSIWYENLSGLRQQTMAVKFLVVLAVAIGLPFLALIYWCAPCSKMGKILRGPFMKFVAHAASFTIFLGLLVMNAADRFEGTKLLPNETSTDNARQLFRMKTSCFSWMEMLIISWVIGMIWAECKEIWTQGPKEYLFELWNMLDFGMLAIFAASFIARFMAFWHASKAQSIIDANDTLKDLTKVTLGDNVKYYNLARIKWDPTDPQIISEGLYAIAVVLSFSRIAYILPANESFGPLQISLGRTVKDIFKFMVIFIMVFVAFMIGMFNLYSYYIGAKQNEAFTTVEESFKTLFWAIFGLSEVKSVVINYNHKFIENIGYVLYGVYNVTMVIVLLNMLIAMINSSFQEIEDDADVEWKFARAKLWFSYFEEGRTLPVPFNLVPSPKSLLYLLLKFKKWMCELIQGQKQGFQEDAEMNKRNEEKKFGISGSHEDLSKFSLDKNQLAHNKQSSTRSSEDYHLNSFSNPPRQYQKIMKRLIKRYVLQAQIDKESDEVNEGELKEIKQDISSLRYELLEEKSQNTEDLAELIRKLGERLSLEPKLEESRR
AI-2 QS mod: modulates the Vibrio harveyi AI-2 quorum sensing system; 300,000 tested, 0.4% active; Vibrio harveyi JMH597 AI-2 luminescence/OD600 ratio, 9 h; hits give low values; strain lacks LuxN and CqsS sensors; 0 = neutral-control median; activity change, % at 7.5 µM; in the data active means activity change below about -75%, passing the limit was not always enough;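 further: luminescence divided by OD600 gain over 9 h not by final OD600 alone; inactives centre near 13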
TRPC6 inh: inhibitors of mouse TRPC6 channel; Q61143; HEK293-TRPC6, membrane potential dye, ACh-evoked depolarization; hits give low values; B-score at 10 µM; 310,000 tested, 1.1% active; AID 2553;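 active means B-score under library mean minus 3 SD, initial fluorescence not abnormally high, positive integrated signal ratio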;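 further: B-score derived from integrated fluorescence ratio over the kinetic read; more negative B-score means stronger inhibition of depolarization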
MrgX1 agonist: agonists of human MrgX1 receptor | AID 588627 | MrgX1-HEK293 cells, Fluo-4 calcium fluorescence, agonist mode; hits give high values | B-score at 10 µM | 310,000 tested, 0.44% active | Q96LB2;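 active means calcium response B-score plate-corrected fluorescence ratio at least 3 library SD, with starting fluorescence B-score inside 5 SD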
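System: HEK293 cells stably expressing human MrgX1 receptor; Dosing: test compound in the initial addition of three; Schedule: overnight plating, then 30 min 37 °C plus 30 min room-temperature dye loading; Detection: kinetic calcium dye fluorescence, Fluo-4 NW; Controls: per-plate positive and negative controls for Z′ factor.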
TRPC4 PAM: TRPC4 (mouse) allosteric potentiation; Q9QUQ5; HEK293 TRPC4beta/mu-opioid, DAMGO EC20, Fluo-4 Ca2+ flux; hits give high values; B-score at 10 µM; 310,000 tested, 0.42% active; AID 2227;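 active means B-score of calcium response area above 5 SD of library B-scores, with initial fluorescence ratio within 5 SD of library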;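 further: B-score of integrated fluorescence ratio over time as area under calcium response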
TRPC4 act: activators of mouse TRPC4 channel | Q9QUQ5 | HEK293 TRPC4beta/mu-opioid, Fluo4 calcium fluorescence; hits give high values | B-score at 10 µM | 310,000 tested, 0.49% active | AID 2237;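 active means B-score above 5 SD of library B-scores, and initial fluorescence ratio not above library mean plus 5 SD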;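 further: positive B-score marks a calcium rise read as TRPC4 activation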
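Test system: HEK293 cells stably co-expressing mouse TRPC4beta and mu-opioid receptor | Schedule: Fluo4 dye loading 45 min at room temperature, 110 s recording | Measured by: Kinetic Fluo4 calcium fluorescence, 5 s baseline at 1 Hz | Evaluation: B score of integrated ratio | Controls: Buffer (low) and maximal DAMGO (high)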
MrgX1 antag: antagonists of human MrgX1 receptor. B-score at 10 µM. 310,000 tested, 1.3% active. MRGX1-HEK293 calcium flux, Fluo-4, BAM8-22 antagonism; hits give low values;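 active means calcium-response B-score plate-corrected more than 3 library SD below zero, starting fluorescence within 5 deviations, no agonist response on first addition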;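 further: peak minus trough fluorescence over baseline after final BAM8-22 challenge near maximal dose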
TRPC4 block: blocks the mouse TRPC4 cation channel. B-score at 10 µM. 300,000 tested, 0.39% active. Q9QUQ5. HEK293 TRPC4beta/mu-opioid, DAMGO-evoked Fluo4 calcium flux; hits give low values;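 active means B-score over 3 SD under the library average, no early fluorescence shift, positive overall ratio signal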
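material = TRPC4beta/mu-opioid receptor HEK293 cell line | probe or stimulus = sequential submaximal and maximal DAMGO stimulation | compound dosing = one concentration per compound | measured by = Fluo4 Ca2+ flux fluorescence | evaluation = integrated fluorescence ratio relative to baseline, converted to per-well B score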
* hit, by the source's call; i = inactive; x = no result given.

Second line of a record – TRPC4 block	PolyA inhibitor	MrgX1 antag	TRPC6 inh	TRPC4 PAM	AI-2 QS mod	MrgX1 agonist	HIF activator	MrgX1 PAM	TRPC4 act	TRPC6 activator
- COc1cccc(NC(=S)NN2C(C)CCCC2C)c1 (stereo not given)
→ i	i	i	i	11*	4	i	0.3	i	i	i
- CCC1(C(=O)OC)NC(c2cccc(F)c2)C2C(=O)N(C)C(=O)C21 (stereo not given)
→ i	i	i	i	i	35	i	0.1	i	i	i
- CCNC(=O)NC(=O)COC(=O)CNC(=O)COc1ccccc1
→ x	i	i	i	i	14	i	0.0	i	i	i
- Cc1ccc(/C=C2\SC(=S)N(C3CCS(=O)(=O)C3)C2=O)o1 (stereo not given)
→ i	i	i	i	i	18	i	-0.2	i	i	i
- COc1ccc(S(=O)(=O)N2CCC(C(=O)N[C@@H](C)C(=O)NCc3ccncc3)CC2)cc1
→ i	i	i	i	i	-4	i	x	i	i	i
- CCOC(=O)CN1C(c2ccc(O)cc2)Nc2ccc(Br)cc2C1c1ccccc1 (stereo not given)
→ i	i	i	i	i	23	i	0.0	i	i	i
- COc1ccc(N=Cc2cccc(C)c2O)cc1Cl
→ i	i	i	i	i	7	i	2.3	i	i	i
- COC(=O)[C@H](CC(C)C)NC(=O)N1CCCCC1C (stereo not given in full)
→ i	i	i	i	i	22	i	x	i	i	i
- O=C(Nc1cccc(NC(=O)c2cccs2)c1)c1ccc(F)cc1
→ i	i	i	i	i	8	i	-1.0	i	i	i
- Cc1ccc(C(CNS(=O)(=O)c2ccc(F)cc2C)N2CCN(C)CC2)cc1 (stereo not given)
→ i	i	i	i	i	1	i	-0.1	i	i	i
- Cc1cccc(N(C)S(=O)(=O)c2c(C)[nH]c(C)c2C(=O)N2CCCC2)c1
→ i	i	i	i	i	10	i	-0.2	i	i	i
- O=C1CC(N2CCN(c3ccccc3Cl)CC2)C(=O)N1c1ccc(F)cc1 (stereo not given)
→ i	i	i	i	i	4	i	-0.3	i	i	i
- CN(C)c1ccc(-c2nc3n(n2)C(c2cccnc2)C2=C(CC(C)(C)CC2=O)N3)cc1 (stereo not given)
→ i	i	i	i	i	31	i	-0.2	i	i	i
- COC(=O)c1cn(NC(=O)Cn2nc([N+](=O)[O-])c(Cl)c2C)c(=O)c2ccccc12
→ i	i	i	i	i	-4	i	-1.0	i	i	i
- CC1CCCC(NC(=O)/C=C/c2c(F)cccc2Cl)C1C (stereo not given)
→ i	i	i	i	i	20	i	1.1	i	i	i
- CCNC(=O)C(C)Sc1ccc(Cl)cc1 (stereo not given)
→ i	i	i	i	i	21	i	-1.8	i	i	i
- O=c1c(Cc2ccc(Cl)cc2)c(O)ccn1Cc1ccccc1
→ i	i	i	i	i	8	i	0.0	i	i	i
- O=C(Nc1ccc2c(c1)OCO2)N1CCC(CO)(CC2CCCCO2)CC1 (stereo not given)
→ i	i	i	i	i	20	i	1.2	i	i	i
- CC(=O)N1c2ccc(S(=O)(=O)N3CCCC3)cc2CC1C(=O)Nc1cc(C)cc(C)c1 (stereo not given)
→ i	i	i	i	i	18	i	0.2	i	i	i
- CNC(=O)C1CC(=O)N(c2ccc(OCC(=O)N3CCCC3)cc2)C1 (stereo not given)
→ i	i	i	i	i	24	i	29*	i	i	i
- Oc1ccccc1OCCOc1ccccc1OCCOc1ccccc1O
→ i	i	i	i	i	11	i	x	i	i	i
- Cc1cccc(NC(=O)CC2(CC(=O)O)CCCC2)c1
→ i	i	i	i	i	25	i	0.1	i	i	i
- Brc1cccc(CNCc2ccncc2)c1
→ i	i	i	i	i	18	i	0.0	i	i	i
- CNC(=O)c1cc(Nc2nnc(-c3ccc(O)cc3)c3ccccc23)ccc1OC
→ i	i	i	i	i	31	i	-0.1	i	i	i
- CCc1cccc(C)c1NC(=O)Cn1nc(C)n2cccc2c1=O
→ i	i	i	i	i	4	i	x	i	i	i
- C=CCn1c(=O)c2ccccc2n2c(Sc3nnnn3-c3ccccc3)nnc12
→ i	i	i	i	i	7	i	-0.5	i	i	i
- Cc1ccnc(NS(=O)(=O)c2ccc(NC(=O)CN3C(=O)CCC3=O)cc2)n1
→ i	i	i	i	i	32	i	-0.5	i	i	i
- CCc1nc(N=Nc2c(O)[nH]c3ccccc23)c2c3c(sc2n1)CCC3
→ i	i	i	i	i	2	i	-0.2	i	i	i
- CC(C)(C)c1ccc(C(=O)Nc2c3c(nn2C(C)(C)C)CS(=O)(=O)C3)cc1
→ i	i	i	i	i	27	i	-8.2	i	i	i
- O=C(COC(=O)C1CC(O)CN1S(=O)(=O)c1ccc(Cl)cc1)c1ccccc1Cl (stereo not given)
→ i	i	i	i	i	10	i	0.5	i	i	i

Complete entries, looked up by structure. Order of screens: TRPC4 block, PolyA inhibitor, MrgX1 antag, TRPC6 inh, TRPC4 PAM, AI-2 QS mod, MrgX1 agonist, HIF activator, MrgX1 PAM, TRPC4 act, TRPC6 activator
CCc1cccc(C)c1NC(=O)Cn1nc(C)n2cccc2c1=O across the screens: i, i, i, i, i, 4, i, x, i, i, i
CNC(=O)c1cc(Nc2nnc(-c3ccc(O)cc3)c3ccccc23)ccc1OC across the screens: i, i, i, i, i, 31, i, -0.1, i, i, i

Next section
Second line of a record – TRPC4 block	PolyA inhibitor	MrgX1 antag	TRPC6 inh	TRPC4 PAM	AI-2 QS mod	MrgX1 agonist	HIF activator	MrgX1 PAM	TRPC4 act	TRPC6 activator
- Cc1nnc(N2C(=O)c3cccc4cccc(c34)C2=O)s1
→ i	i	i	i	i	13	i	-0.8	i	i	i
- Cc1ccc2cccc(NC(=S)NC(=O)c3ccccc3)c2n1
→ i	i	i	i	i	9	i	0.5	i	i	i
- CC(=O)Nc1ccc(S(=O)(=O)N2CCC(c3nc4ccc(C)cc4[nH]3)CC2)cc1
→ i	i	i	i	i	24	i	0.1	i	i	i
- COC(=O)CCC(=O)CN
→ i	i	i	i	i	12	i	0.2	i	i	i
- CCC(=O)Nc1nc2c(c(=O)[nH]1)CCCC2
→ i	i	i	i	i	-2	i	0.1	i	i	i
- CCN(C(=O)Cn1cnc2ccccc2c1=O)C1CCS(=O)(=O)C1 (stereo not given)
→ i	i	i	i	i	17	i	-0.1	i	i	i
- Cc1ccc(CN(CC(=O)NCc2ccc3c(c2)OCO3)C(=O)c2csnn2)cc1
→ i	i	i	i	i	19	i	-0.1	i	i	i
- COc1ccc(CN(C)C(=O)c2ccc3c(=O)n4c(nc3c2)CCC4)cc1
→ i	i	i	i	i	14	i	-0.2	i	i	i
- COc1ccc(N2CCN(C(=S)Nc3ccccc3OC)CC2)cc1
→ i	i	i	i	i	8	i	0.5	i	i	i
- Cc1ccc2c(c1)c1c(n2CC(O)Cn2nc(C)c(Br)c2C)CCCC1 (stereo not given)
→ i	i	i	i	i	30	i	0.1	i	i	i
- O=C(Nc1ccc(O)c(-c2nc3ccccc3s2)c1)C1=COCCO1
→ i	i	i	i	i	8	i	0.3	i	i	i
- CC(Oc1ccc(Br)cc1)C(=O)NCc1ccccn1 (stereo not given)
→ i	i	i	i	i	41	i	-0.2	i	i	i
- COc1ccccc1C(=O)N1CCN(c2cccc(Cl)c2)CC1
→ i	i	i	i	i	5	i	-0.6	i	i	i
- CC(=O)c1ccc(N(C(=O)CNC(=O)c2ccco2)C(C(=O)NC2CCCC2)c2ccncc2)cc1 (stereo not given)
→ i	i	i	i	i	1	i	-0.3	i	i	i
- CCCc1ccc(C(=O)CCC(=O)NNC(=O)c2ccncc2)cc1
→ i	i	i	i	i	1	i	-0.1	i	i	i
- O=C(c1ccc(Cl)cc1)c1oc2ccccc2c1CS(=O)c1ccc(Cl)cc1 (stereo not given)
→ i	i	i	i	i	13	i	0.1	i	i	i
- COc1ccc(N/C=C/C(=C(C#N)C#N)N(C)C)cc1
→ i	i	i	i	i	5	i	0.5	i	i	i
- COc1ccc(C(O)(C(C)C)C(CN2CCOCC2)c2ccccc2)cc1 (stereo not given)
→ i	i	i	i	i	21	i	1.8	i	i	i
- CSc1ncccc1C(=O)NCc1ccccc1Cl
→ i	i	i	i	i	-5	i	-0.5	i	i	i
- CCCCOc1ccc(C(=O)N/C(=C/C=C/c2ccccc2)C(=O)NCCCO)cc1
→ i	x	i	i	i	26	i	0.2	i	i	i
- Cc1nc2c(ccc3nc(NC(=O)Cc4cccc5ccccc45)sc32)s1
→ i	i	i	i	i	55	i	0.1	i	i	i
- COc1ccc(Cl)cc1NC(=O)COC(=O)CCCN1C(=O)c2ccccc2C1=O
→ i	i	i	i	i	7	i	-0.1	i	i	i
- Cc1cnc(C(=O)Nc2nnc(C3CC3)s2)cn1
→ i	i	i	i	i	20	i	0.3	i	i	i
- Cc1ccc(S(=O)(=O)NCc2ccccc2)cc1C(=O)N1CC(C)CC(C)C1 (stereo not given)
→ i	i	i	i	i	22	i	-1.2	i	i	i
- COc1ccc(CCNC(=O)[C@@H](NC(=O)N2CCn3c2nc2ccccc23)C(C)C)cc1OC
→ i	i	i	i	i	8	i	-0.5	i	i	i
- Cc1ccc(S(=O)(=O)N(C)CC(=O)NCCCc2ccccc2)cc1
→ i	i	i	i	i	-5	i	-0.5	i	i	i
- O=C(CN1CCN(CC(=O)Nc2ccccc2F)CC1)Nc1cccc(F)c1
→ i	i	x	i	i	1	x	0.8	x	i	i
- O=C(NCc1ccccc1)c1cccc(S(=O)(=O)NCc2ccccc2)c1
→ i	i	i	i	i	41	i	-0.2	i	i	i
- COc1cc(OC)c(NS(=O)(=O)c2cc3[nH]c(=O)c(=O)[nH]c3cc2C)cc1Cl
→ i	i	i	i	i	40	i	-0.1	i	i	i
- Cc1ccc(NC(=O)Cn2cnc3cc([N+](=O)[O-])ccc3c2=O)cc1
→ i	i	i	i	i	27	i	0.1	i	i	i
- CCOc1ccc(NC2c3ccccc3C(=O)N2Cc2ccco2)cc1 (stereo not given)
→ i	i	i	i	i	9	i	0.1	i	i	i
- CCS(=O)(=O)N1CCC(C(=O)NCCCOC)CC1
→ i	i	i	i	i	2	i	0.0	i	i	i
- Cc1[nH]c2ccc(F)cc2c1CCNC(=O)C1CCCCC1C(=O)OCC(F)(F)F (stereo not given)
→ i	i	i	i	i	22	i	0.3	i	i	i

The list is partial; count on the stated rates, not on these rows.
